High-throughput results (PubChem)
Shn3 3UTR inh: Schnurri-3 reporter inhibition in Clone20 osteoblasts | inhibition, % at 12.5 µM | hit rate 0.52% among 360,000 | Clone20 osteoblast Shn3 3'UTR firefly luciferase, 24 h | AID 588674;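 active means mean inhibition of at least 75% with every replicate also reaching 75%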;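 further: 0% = median of neutral control wells and 100% = pilot-screen positive control compound; some compounds past the cut are filed as inactive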
HIF-2a block: HIF-2a inhibition; 786-0 RCC cells HIF-2a reporter, luciferase luminescence, overnight; inhibition, % at 18.8 µM; hit rate 0.72% among 360,000; AID 624352;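 active means inhibition of the luminescence signal of 40% or more relative to plate controls, in a single-dose primary screen at 18.75 µM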
NR2E3 ag-1: activates human photoreceptor nuclear receptor NR2E3 | Q9Y5X4 | GST-NR2E3/biotin-RetCOR TR-FRET, 1536-well | inhibition of corepressor binding, % at 4.78 µM | hit rate 0.12% among 320,000 | AID 2300;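 active means percent inhibition above the cutoff of mean plus 3 SD of all tested compounds, set per screening campaign, cut at about 20% in these data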;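 further: 0% = DMSO wells and 100% = biotin wells as full block of FRET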
Target sequence (Q9Y5X4 whole entry, looked up): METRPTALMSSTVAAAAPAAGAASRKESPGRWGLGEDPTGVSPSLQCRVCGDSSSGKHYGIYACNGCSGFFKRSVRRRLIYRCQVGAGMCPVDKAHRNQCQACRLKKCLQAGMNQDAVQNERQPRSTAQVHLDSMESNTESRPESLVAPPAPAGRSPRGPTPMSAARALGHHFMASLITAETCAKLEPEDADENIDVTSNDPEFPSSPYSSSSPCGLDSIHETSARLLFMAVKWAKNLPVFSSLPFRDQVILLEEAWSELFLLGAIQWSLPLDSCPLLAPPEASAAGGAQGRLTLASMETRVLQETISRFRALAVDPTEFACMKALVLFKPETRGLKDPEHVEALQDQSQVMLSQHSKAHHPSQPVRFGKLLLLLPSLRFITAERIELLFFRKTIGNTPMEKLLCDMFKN
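system = GST-tagged NR2E3 plus biotinylated RetCOR corepressor | input = 1.35 nM GST-NR2E3 | also added = 7 nM biotin-RetCOR | schedule = 5 h incubation at 4 °C | measured by = TR-FRET with europium anti-GST and streptavidin-D2, 340 nm excitation | read-out = percent loss of FRET ratio relative to control wells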
Peg3 prom inh: reduces Peg3 promoter-driven luciferase expression in HeLa; HeLa PEG-Prom luciferase reporter, luminescence, overnight; inhibition, % at 20 µM; hit rate 1.7% among 360,000; AID 588405;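 active means inhibition of at least 50% at 20 µM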
KKLEB tox: CF airway cell cytotoxicity counter-screen; KKLEB CF airway cells viability, ATPlite luminescence, overnight; active compounds read low; cells stimulated with P. aeruginosa culture filtrate; activity change (cytotoxicity), % at 5 µM; hit rate 0.36% among 360,000; AID 602141;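 active means corrected activity change at or below -50% at 5 µM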
NR2E3 ag-2: activates human NR2E3 receptor. Q9Y5X4. CHO-S Gal4-NCOR/VP16-NR2E3 two-hybrid, luciferase. inhibition of corepressor binding, % at 3.98 µM. hit rate 0.35% among 360,000. AID 602229;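 active means inhibition above the mean of all tested compounds plus 3 SD, cut at about 70% in these data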;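 further: 0% = DMSO with NR2E3 transfected cells and 100% = cells lacking NR2E3 construct; higher means lower luciferase signal from less NR2E3 corepressor binding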
TRPM1 prom inh: MITF TRPM1 promoter inhibition in SK-MEL-5 cells | hit rate 0.83% among 330,000 | SK-MEL-5 TRPM1 promoter luciferase, 24 h | inhibition, % at 12.5 µM;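 active means mean inhibition across replicates of 60% or more, whatever share of single replicates reaches that level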; further: values of inactives mirror those of a sister screen read the other way
C8 TRAIL sens: sensitizes caspase-8 expressing cells to TRAIL | NB7+C8 cells + TRAIL, ATPlite viability luminescence | inhibition (viability loss, TRAIL sensitization), % at 10 µM | hit rate 1% among 360,000;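 active means compounds causing at least 50% loss of cell viability in the single-dose screen, relative to plate controls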
EBV LMP1 NFkB: reduces LMP1-driven NF-kappaB luciferase signal; LMP1-induced NF-kappaB luciferase reporter cells, luminescence; inhibition, % at 12.5 µM; hit rate 0.69% among 350,000; AID 504558; in the data active means inhibition above about 41%;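 further: 0% = neutral control wells and 100% = reference inhibitor control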
hiPSC survival: enhancers of human iPSC single-cell survival. hiPSC single-cell survival, ATPlite luminescence; 100% = ROCK inhibitor wells, 0% = DMSO. survival enhancement, % at 20 µM. hit rate 0.044% among 360,000. AID 602274; in the data active means survival enhancement above about 18%;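 further: cells exposed to compounds for 16 hours before the ATP read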
CF NFkB block: inhibitors of cystic fibrosis induced NF-kB. KKLEB NF-kB-GFP reporter, PAF-induced, GFP fluorescence overnight. inhibition, % at 5 µM. hit rate 0.86% among 360,000;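 active means at least 50% inhibition at 5 µM, scaled per plate between neutral and stimulator controls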;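 further: PAF is a Pseudomonas aeruginosa culture filtrate used as stimulus; plate controls were PAF-stimulated DMSO wells for no effect and unstimulated DMSO wells for full effect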
The depositor's hits bear a star; . = not tested or not shown.

SMILES | Shn3 3UTR inh | HIF-2a block | NR2E3 ag-1 | Peg3 prom inh | KKLEB tox | NR2E3 ag-2 | TRPM1 prom inh | C8 TRAIL sens | EBV LMP1 NFkB | hiPSC survival | CF NFkB block
CCOc1ccccc1N1C(=O)NC(=O)/C(=C/c2ccc3c4c(cccc24)CC3)C1=O | -8 | 4 | 3 | 2 | 10 | -9 | 4 | -5 | 3 | 4.3 | -5
Cc1cccc(-n2c(C)nc3ccccc3c2=O)c1C | 5 | 18 | -3 | 14 | 0 | -15 | 0 | -9 | 3 | 0.1 | -8
CN(C)S(=O)(=O)c1cc(NC(=O)C[N+]23CCN(CC2)CC3)ccc1Cl | -3 | 13 | 1 | -5 | 2 | -24 | -1 | -8 | -5 | 1.7 | -12
S=P(NC1CCCCC1)(N1CC1)N1CC1 | 17 | 9 | 2 | 6 | 1 | -12 | 19 | -1 | 12 | 0.5 | -13
COc1ccc(OC)c(CNCCc2ccc(OC)c(OC)c2)c1 | 9 | 13 | 3 | 0 | -1 | 3 | 0 | 4 | 6 | -0.6 | 5
Cc1cccc(-n2c(O)c(/C=N/N3CCOCC3)c(=O)[nH]c2=S)c1 | 10 | 19 | 1 | -15 | 12 | -6 | -9 | -1 | 0 | -1.1 | -16
Cc1cccc([N+](=O)[O-])c1 | 2 | 9 | 3 | -5 | -5 | 9 | -1 | -11 | 5 | -0.4 | 14
O=C1OCCC1C(=O)c1ccccc1 (stereo unspecified) | -4 | 12 | . | -3 | -14 | 2 | . | -9 | -10 | -3.1 | -22
C=CCn1c(O)c(C=NCCCn2ccnc2)c(=O)[nH]c1=O | -14 | 10 | -1 | 6 | 2 | -28 | 5 | -6 | -6 | 0.2 | -5
O=C(c1cc2c(s1)CCCC2)N1CCC2(CC1)OCCO2 | -31 | -89 | 4 | -40 | -4 | -18 | -20 | -22 | -4 | 4.0 | -5
COc1ccc(CC2C(=O)N(c3ccccc3)C(=O)N(c3ccccc3)C2=O)c(OC)c1 | -25 | -38 | 3 | -18 | 7 | -38 | -3 | 15 | -14 | -0.1 | 7
COc1ccccc1OCC(=O)N1CCCC(N2CCN(c3ccc(F)cc3)CC2)C1 (stereo unspecified) | 7 | 0 | . | 5 | -7 | -27 | -16 | -1 | -1 | -0.1 | 12
Cc1ccccc1-c1nc2ccccc2c(=O)n1C | 8 | 11 | -2 | 6 | 10 | -63 | 10 | 13 | 7 | -0.5 | 9
CC(C)n1nnnc1CN1CCN(C)CC1 | 8 | 14 | -1 | 6 | 7 | -24 | 11 | -14 | 7 | 1.9 | -9
O=C(Cc1ccccc1)N1CCN(Cc2c[nH]c3ccccc23)CC1 | 2 | 6 | -2 | 11 | 5 | -7 | 11 | -9 | 1 | 2.0 | 14
COc1ccc(C=O)cc1 | 10 | 12 | 2 | 5 | -19 | 4 | 2 | -2 | -8 | 0.8 | -16
CC(=O)N1CCN(CC(=O)Nc2ccc(C#N)c(Cl)c2)CC1 | 6 | 5 | 0 | -2 | 0 | -8 | 0 | -3 | -7 | -0.1 | -11
CCn1c(O)c(C=NCCN2CCOCC2)c(=O)n(CC)c1=S | 8 | 33 | 3 | 8 | 2 | 39 | 17 | 3 | -5 | -0.4 | 54*
O=c1c2ccccc2nc(/C=C/c2ccc(O)cc2)n1-c1ccc(O)cc1 | -22 | -21 | -2 | 28 | 1 | 19 | 13 | -7 | -5 | -0.7 | -22
C=CCn1c(O)c(C(C)=NCc2cc(OC)cc(OC)c2)c(=O)[nH]c1=O | 72 | 32 | -1 | 54* | 8 | -12 | 32 | 82* | 21 | -2.2 | -15
COC(=O)C1=C(c2ccc(F)cc2OCc2ccccc2)C[C@@H]2CC[C@H]1N2C(=O)NCc1ccc([N+](=O)[O-])cc1 | 14 | -14 | 5 | -12 | -35 | 6 | 15 | 23 | -9 | -2.1 | 13
COc1ccc(-n2nnnc2C(c2cccc3ccccc23)N2CCC(n3c(=O)[nH]c4ccccc43)CC2)cc1 (stereo unspecified) | 9 | -10 | . | 50* | 10 | 3 | . | 5 | . | -0.1 | 53*
O=C1NC(=O)N(C2CCCCC2)C(=O)C1C1c2ccccc2C(=O)N1Cc1ccccc1 (stereo unspecified) | 30 | 7 | 6 | -2 | 2 | -8 | 12 | -11 | 78* | 3.1 | -2
COc1ccc(CN2C(=O)NC(=O)/C(=C/c3ccc([N+](=O)[O-])s3)C2=O)cc1 | . | 8 | 2 | 13 | 10 | -47 | 8 | 11 | -6 | -0.4 | -25
COc1cccc(NC(=O)N2CCC3(CC2)OCCO3)c1 | -23 | -71 | -3 | -72 | 2 | -14 | -12 | 5 | -7 | -1.1 | -2
CC(C)Oc1ccc(C2(C#N)CC[N+](C)(C)CC2)cc1 | 7 | 17 | 0 | 11 | 14 | -13 | -13 | -1 | 1 | -0.6 | 2
Cc1ccc(CN2C(=O)CN=C(c3ccccc3)c3ccccc32)cc1 | -11 | 27 | 0 | 43 | 8 | 6 | 5 | -11 | 5 | -2.0 | 4
Fc1ccc(CCNCc2ccccc2Cl)cc1 | -42 | -52 | 2 | -39 | -20 | -1 | -5 | 1 | -1 | -2.5 | 10
COC(=O)C1=C(c2ccc(S(C)(=O)=O)cc2)C[C@@H]2CC[C@H]1N2C(=O)NCC1CC1 | -9 | 6 | 1 | 14 | -2 | -23 | -3 | 2 | -4 | 6.1 | 6
Cn1c(O)c(C=Nc2ccccc2-c2ccccc2)c(=O)n(C)c1=O | 4 | -3 | 2 | 6 | -6 | 8 | -6 | -5 | 0 | 0.1 | 10

Only Shn3 3UTR inh, EBV LMP1 NFkB and NR2E3 ag-2, for 2 of the compounds above:
molecule	Shn3 3UTR inh	EBV LMP1 NFkB	NR2E3 ag-2
COC(=O)C1=C(c2ccc(F)cc2OCc2ccccc2)C[C@@H]2CC[C@H]1N2C(=O)NCc1ccc([N+](=O)[O-])cc1	14	-9	6
Cn1c(O)c(C=Nc2ccccc2-c2ccccc2)c(=O)n(C)c1=O	4	0	8

Sorted by number of heavy atoms (largest number first): some entries from above.
SMILES | Shn3 3UTR inh | HIF-2a block | NR2E3 ag-1 | Peg3 prom inh | KKLEB tox | NR2E3 ag-2 | TRPM1 prom inh | C8 TRAIL sens | EBV LMP1 NFkB | hiPSC survival | CF NFkB block
O=C1NC(=O)N(C2CCCCC2)C(=O)C1C1c2ccccc2C(=O)N1Cc1ccccc1 (stereo unspecified) | 30 | 7 | 6 | -2 | 2 | -8 | 12 | -11 | 78* | 3.1 | -2
Cc1ccc(CN2C(=O)CN=C(c3ccccc3)c3ccccc32)cc1 | -11 | 27 | 0 | 43 | 8 | 6 | 5 | -11 | 5 | -2.0 | 4
COc1cccc(NC(=O)N2CCC3(CC2)OCCO3)c1 | -23 | -71 | -3 | -72 | 2 | -14 | -12 | 5 | -7 | -1.1 | -2

The list goes on.
SMILES | Shn3 3UTR inh | HIF-2a block | NR2E3 ag-1 | Peg3 prom inh | KKLEB tox | NR2E3 ag-2 | TRPM1 prom inh | C8 TRAIL sens | EBV LMP1 NFkB | hiPSC survival | CF NFkB block
Cc1nc2ccc(Cl)cc2c(=O)n1-c1ccc([N+](=O)[O-])cc1 | -1 | 13 | 2 | 13 | -4 | -5 | 4 | -8 | 2 | -0.3 | 3
NS(=O)(=O)c1ccc(-c2ccc(C=C3C(=O)NC(=O)NC3=O)o2)cc1 | 5 | -11 | 2 | 0 | 5 | 36 | -2 | -9 | 3 | -1.0 | -41
CCCC/C(=N\O)c1c[nH]c2ccccc12 | 11 | -26 | -3 | -1 | 3 | 5 | 16 | -13 | 1 | 4.0 | 5
CCCCCn1c(=O)c(C(=O)NCCc2ccccc2)c(O)c2ccccc21 | 10 | 26 | 5 | 13 | 2 | -14 | 13 | 15 | -9 | -0.7 | 3
CCOC(=O)c1c(C)n(COCCO)c2ccc(O)cc12 | -16 | -2 | -2 | -5 | 3 | -10 | 11 | -2 | 6 | 0.9 | 0
Cc1cccc(C2=NCC(=O)N(CC(=O)NCc3ccco3)c3sc4c(c32)CCCC4)c1 | 9 | 5 | -1 | 33 | 12 | 20 | 16 | 4 | -2 | 1.3 | -9
NC(Cc1ccc(F)cc1)c1csc(Nc2ncccn2)n1 (stereo unspecified) | 15 | -41 | . | -12 | -26 | 50 | . | 32 | . | -0.2 | -8
Cn1c(O)c(C=Nc2ccc3c(c2)CCC3)c(=O)n(C)c1=O | -11 | -198 | 1 | -216 | -3 | -24 | -24 | 9 | -8 | -2.5 | -19
Cc1cc(=O)oc2cc(OCC(=O)N3C[C@H]4C[C@@H](C3)c3cccc(=O)n3C4)ccc12 | -4 | 2 | 0 | -12 | 0 | 2 | . | 5 | -4 | -1.3 | -13
Cc1cc(/C=C2\C(=O)NC(=O)N(Cc3ccco3)C2=O)c(C)n1-c1ccc(O)cc1 | 11 | -8 | 4 | 3 | 13 | 21 | -7 | 3 | -7 | 0.4 | -18
CCOc1ccc(CN2CCN(C(=O)Cc3ccccc3)CC2)cc1 | -12 | 8 | 1 | 19 | 3 | -1 | 7 | -7 | 10 | -0.7 | -7
CCOC(=O)C1=C(N)Oc2ccccc2C12C(=O)N(CC(=O)OC)C(CC(=O)OC)=C2C(=O)OC (stereo unspecified) | -4 | 5 | 2 | 12 | 1 | -21 | 7 | -2 | -14 | 0.2 | 6
NS(=O)(=O)c1cccc(N2CCNCC2)c1 | 7 | 10 | 1 | 2 | 0 | 0 | 7 | -4 | -2 | -3.0 | -12
Cc1csc(=N)n1Cc1ccccc1 | -10 | 11 | -1 | -8 | 4 | 9 | -4 | -7 | 1 | 0.0 | -29
CNc1cc(Cl)c2nonc2c1[N+](=O)[O-] | 90* | 95* | . | 107* | -46 | 8 | 96* | 2 | 23 | 48* | 84*
COc1ccc(C(c2c(O)c3ccccc3oc2=O)c2c(C)n(C)n(-c3ccccc3)c2=O)cc1 (stereo unspecified) | -7 | 3 | 0 | 10 | -1 | 6 | -3 | -1 | 2 | 0.5 | 13

These rows are one share of the data; the hit share may differ from the screen's.
